# CHT allo act – allosteric activators of human choline transporter CHT | hit rate 0.49% among 310,000 | B-score at 10 µM | Q9GZV3 | CHT-expressing cells, membrane potential dye, choline EC20; hits give high values; LV-AA mutant CHT in HEK293 cells | AID 488977;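 active = initial fluorescence not abnormally high and integrated response B-score, plate-corrected, over 3 SD above library mean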
# Target sequence (Q9GZV3 whole entry, looked up): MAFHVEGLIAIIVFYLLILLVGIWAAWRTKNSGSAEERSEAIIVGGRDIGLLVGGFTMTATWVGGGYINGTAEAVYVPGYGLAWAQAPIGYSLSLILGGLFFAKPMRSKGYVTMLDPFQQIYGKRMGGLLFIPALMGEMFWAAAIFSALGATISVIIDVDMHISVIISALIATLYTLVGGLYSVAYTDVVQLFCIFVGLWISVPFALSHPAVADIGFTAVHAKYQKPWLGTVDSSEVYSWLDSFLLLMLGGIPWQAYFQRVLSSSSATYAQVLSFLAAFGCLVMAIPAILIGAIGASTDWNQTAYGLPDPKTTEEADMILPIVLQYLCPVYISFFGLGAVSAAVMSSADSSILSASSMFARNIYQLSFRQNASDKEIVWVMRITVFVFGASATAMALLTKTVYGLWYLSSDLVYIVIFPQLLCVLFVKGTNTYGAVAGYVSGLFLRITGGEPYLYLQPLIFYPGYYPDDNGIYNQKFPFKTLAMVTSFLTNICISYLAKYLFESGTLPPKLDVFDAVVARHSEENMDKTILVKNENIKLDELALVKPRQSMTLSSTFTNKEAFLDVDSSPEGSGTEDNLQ
# OX1R antagonist – human HCRTR1 antagonism; O43613; CHO/OX1R cells, Fluo-8 calcium fluorescence, orexin A; inhibition, % at 5 µM; hit rate 0.43% among 330,000; AID 434989;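 active = inhibition above its plate's threshold, mean inhibition of all tested compounds on the plate plus 3 SD, cut at about 37% in these data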;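 note: 0% = orexin A challenge wells and 100% = SB-334867-A antagonist wells; not every result past the cut was called active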
# Target sequence (O43613 whole entry, looked up): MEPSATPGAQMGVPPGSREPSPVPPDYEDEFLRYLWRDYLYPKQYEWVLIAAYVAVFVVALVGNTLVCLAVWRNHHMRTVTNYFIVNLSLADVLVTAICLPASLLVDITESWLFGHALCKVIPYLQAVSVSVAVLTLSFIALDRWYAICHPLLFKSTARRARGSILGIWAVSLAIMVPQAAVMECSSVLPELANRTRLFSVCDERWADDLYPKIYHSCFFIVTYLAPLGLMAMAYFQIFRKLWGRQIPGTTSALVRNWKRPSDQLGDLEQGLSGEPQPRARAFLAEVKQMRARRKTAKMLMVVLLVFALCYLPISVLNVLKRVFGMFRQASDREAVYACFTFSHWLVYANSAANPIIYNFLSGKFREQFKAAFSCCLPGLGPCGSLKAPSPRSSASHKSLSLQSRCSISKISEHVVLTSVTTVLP
# The depositor's hits bear a star; i = inactive; . = not tested or not shown. Some of the compounds tested; count on the stated rates, not on these rows.
SMILES,CHT allo act,OX1R antagonist
COC(=O)C(C)Oc1cc(C)cc2oc(=O)c3c(c12)CCC3 (stereo not given),i,-22
CC1CCC[C@H](O)CCCCCc2cc(O)cc(O)c2C(=O)O1 (stereo not given in full),i,-1
CN1CCc2c([nH]c3ccccc23)C1,i,4
COc1cc(C)cc(CN2CC=C(c3ccccc3)CC2)c1O,i,-35
CCN(CC)CCCN=C(C)c1c(O)n(-c2ccccc2)c(=O)[nH]c1=O,i,-22
c1ccc(P(c2ccccc2)c2ccccn2)cc1,i,-13
Cc1ccc2cc(CNCCc3ccccc3C)c(=O)[nH]c2c1,i,-30
O=c1[nH]c(=O)n(-c2ccc(Cl)cc2)c(O)c1C=NCCN1CCCCC1,i,5
COc1ccc(N/N=C/c2c(O)n(-c3ccc(C)c(C)c3)c(=O)[nH]c2=O)cc1,i,-6
CN1CCN(Cc2ccc3ccccc3c2)CC1,i,4
COc1ccc2c(c1O)C13CCN(C)C(C2)C1CCC(=O)C3 (stereo not given),i,-16
Cc1ccc(C)c(NC2=NCCCS2)c1,i,-11
c1ccc(P(c2ccccn2)c2ccccn2)cc1,i,-7
CCOP(=O)(OCC)C1(O)C(=O)Nc2ccccc21 (stereo not given),i,6
COc1ccc(C(=O)NC(=S)N2C[C@H]3C[C@H](C2)c2cccc(=O)n2C3)cc1OC,i,-17
CC1=CC(=C2C(=O)NC(=S)NC2=O)C=C(C(F)(F)F)N1CCc1ccccc1,i,-11
Cc1nccc2c1[nH]c1ccccc12,i,2
C/C(=N\NC(=O)c1ccccc1Cl)c1c(O)n(C2CCCCC2)c(=O)[nH]c1=O,i,-4
CCCCn1c(NS(=O)(=O)c2ccc(C)cc2)c(C(=O)OCC)c2nc3ccccc3nc21,i,-26
Cc1ccc(Cn2nc(C(=O)Nc3ccc(Br)cc3)cc2C)cc1,i,-3

# Fetched by structure from the entries so far (three):
SMILES,CHT allo act,OX1R antagonist
c1ccc(P(c2ccccn2)c2ccccn2)cc1,i,-7
COC(=O)C(C)Oc1cc(C)cc2oc(=O)c3c(c12)CCC3 (stereo not given),i,-22
Cc1ccc(Cn2nc(C(=O)Nc3ccc(Br)cc3)cc2C)cc1,i,-3

# Next section
SMILES,CHT allo act,OX1R antagonist
CCOc1cc2c(cc1OCC)-n1cccc1C(c1ccc(F)c(OC)c1)NC2 (stereo not given),i,-7
CC(C)[N+](C)(CCC(C(N)=O)(c1ccccc1)c1ccccc1)C(C)C,i,-21
Cn1c(O)c(C=Nc2cccc(C(F)(F)F)c2)c(=O)n(C)c1=O,i,-12
CCCn1c(C(=O)c2ccccc2OC)nc2ccccc21,i,-3
COc1cc(C=C2C(=O)NC(=O)NC2=O)ccc1O,i,-3
CC(C)CCOP(N)(=O)Oc1ccccc1Cl (stereo not given),i,1
O=C(O)C1=CC2c3ccccc3C1c1ccccc12,i,-2
O=C1NC(=O)N(Cc2ccco2)C(=O)/C1=C/c1cccn1CCOc1ccccc1Cl,i,-14
Cc1nc2ccc(Br)cc2c(=O)n1-c1ccc([N+](=O)[O-])c(C(F)(F)F)c1,i,-30
O=c1ccc2cc(O[C@@H]3O[C@@H](CO)[C@H](O)[C@@H](O)[C@@H]3O)c(O)cc2o1,i,14
N#Cc1c(N2CCNCC2)nc(-c2ccco2)c2c1CCCC2,i,-42
COc1cc(CC2(CCc3ccncc3)C(=O)N(C)C(=O)N(C)C2=O)cc(OC)c1OC,i,-13
Cc1cccc(OP(N)(N)=O)c1C,i,0
COc1ccc(CCn2c(O)c(C=NCCCn3ccnc3)c(=O)[nH]c2=O)cc1OC,i,5
Brc1ccc(CN2CCNCC2)s1,i,-3
COC(=O)Cn1cc(/C=C2\C(=O)NC(=O)N(c3ccccc3)C2=O)c2ccccc21,i,-5
Cc1cc(OCC(=O)N2C[C@H]3C[C@@H](C2)c2cccc(=O)n2C3)c2c(C)c(C)c(=O)oc2c1,i,-9
COC(=O)C1=Nc2ccccc2/C1=C\c1c(O)n(C)c(=O)n(C)c1=O,i,-6
COc1cc(C(=O)Nc2ccc(Br)cc2C(=O)c2ccccc2)cc(OC)c1OC,i,-24
CN(CCc1ccccc1)Cc1ccccc1[N+](=O)[O-],i,-7

# An excerpt of these results, as labelled records:
COC(=O)C1=Nc2ccccc2/C1=C\c1c(O)n(C)c(=O)n(C)c1=O
  CHT allo act = i; OX1R antagonist = -6

Cc1cccc(OP(N)(N)=O)c1C
  CHT allo act = i; OX1R antagonist = 0

CCCn1c(C(=O)c2ccccc2OC)nc2ccccc21
  CHT allo act = i; OX1R antagonist = -3

# More structures:
SMILES,CHT allo act,OX1R antagonist
COc1ccc(-c2cc(-c3ccccc3)[n+](C)c(-c3ccccc3)c2)cc1,i,-18
Cc1ccc(/C=C2\C(=O)NC(=S)N(c3ccc(F)cc3)C2=O)o1,i,.
O=C(Cc1ccccc1)N1CCN(C/C=C/c2ccccc2)CC1,i,-40
Cn1c(O)c(C(=NCCN2CCCCC2)c2ccccc2Cl)c(=O)n(C)c1=O,i,-22
O=c1[nH]c(=O)n(C2CCCCC2)c(O)c1C=NCCCn1ccnc1,i,-22
CN(C)C1=C(C#N)C(c2ccccc2)=NP(N(C)C)(N(C)C)=N1,i,-14
O=c1c2ccccc2nc(-c2ccccc2)n1-c1ccncc1,i,-8
O=C1NC(=O)[C@]2(Cc3ccccc3N3CCN(c4ccccc4)CC32)C(=O)N1Cc1ccccc1 (stereo not given in full),i,-14
COC(=O)C1=C(c2ccc(S(C)(=O)=O)cc2)C[C@@H]2CC[C@H]1N2C(=O)NCCCOC(C)C,i,6
C[C@]12CCC3C(CC[C@H]4C[C@@H](O)CC[C@]34C)C1C[C@@H](Br)[C@H]2O (stereo not given in full),.,3
CCc1cc(=O)oc2c(C)c(OCC(=O)N3C[C@H]4C[C@@H](C3)c3cccc(=O)n3C4)ccc12,i,-11
N#C[C@H](O[C@@H]1O[C@H](CO[C@@H]2O[C@H](CO)[C@@H](O)[C@H](O)[C@H]2O)[C@@H](O)[C@H](O)[C@H]1O)c1ccccc1,.,2
O=c1[nH]c(=O)n(Cc2ccccc2)c(O)c1/C=C1\C=Nc2ccccc21,i,-1
CC1=C2C(=O)C3C(CC=C4CC(OC5OC(O)C(O)C(O)C5CO)CCC43C)C2CCC12OC1CC(C)CNC1C2C (stereo not given),i,-13
CCN1CCN(CC(c2ccccc2)c2ccccc2)CC1,i,-28
CCN(CC)c1ccc(N=Cc2c(O)n(-c3ccc(Cl)cc3)c(=O)[nH]c2=O)cc1,i,-19
CCC(CO)Nc1ccc([N+](=O)[O-])c2cccnc12 (stereo not given),i,-15
CCCNC(=O)N1[C@H]2CC[C@@H]1C(C(=O)OC)=C(c1cccc(OC)c1OC)C2,i,-5
O=CC(Br)P(=O)(N1CCOCC1)N1CCOCC1 (stereo not given),i,6
COC(=O)C1=C(c2ccc(F)cc2OCc2ccccc2)C[C@@H]2CC[C@H]1N2C(=O)NC(C)C,.,-12
Cc1cc(Br)ccc1N1C(=O)CC(=O)NC1=O,i,8
O=C(CN1CC(c2ccccc2)CC1=O)NCc1ccc(F)cc1 (stereo not given),i,-23
CCn1c(O)c(N=Nc2ccc(S(=O)(=O)N3CCOCC3)cc2)c(=O)n(CC)c1=S,i,-4
COC(=O)C1=C(c2c(C)noc2C)C[C@@H]2CC[C@H]1N2C(=O)NCCOc1ccccc1Cl,.,-27
COC(=O)C1=C(c2cccc(C#N)c2)C[C@@H]2CC[C@H]1N2C(=O)NCc1ccco1,.,-20
COc1ccc(CC2(CCc3ccncc3)C(=O)NC(=O)NC2=O)cc1,i,-14
CCOc1ccc(/C=C2/C(=O)NC(=O)N(CCc3ccc(F)cc3)C2=O)cc1,i,-11
COC(=O)C1=C(c2ccc(F)cc2OCc2ccccc2)C[C@@H]2CC[C@H]1N2C(=O)NCc1ccc(OC)cc1,.,6
CCCCn1c(=O)c(C(=O)Nc2ncccc2C)c(O)c2ccccc21,i,-19
CN1C(=O)C(Cc2ccc3c(c2)OCO3)C(=O)N(C)C1=O,i,1
COc1ccc(CCNC2CCCCC2)cc1OC,i,-21
CC(=O)N1CCC(N2CCCC(C(=O)c3cccc(Cl)c3)C2)CC1 (stereo not given),i,-30
CCOP(=O)(OCC)C(O)c1ccc(OC)c(OC)c1 (stereo not given),i,-10
Nc1cc(Cl)cc(C(=O)O)c1Cl,.,1
CC(=O)N1CN2CN(C(C)=O)CC(C(=O)c3ccc([N+](=O)[O-])cc3)(C2)C1,i,-8
Cc1nn(Cc2ccccc2)c(C)c1C(=O)OCC(=O)Nc1cccc(S(N)(=O)=O)c1,i,-23
Clc1cccc(CN2CCCCC2c2cccnc2)c1 (stereo not given),i,-19
COCCN1C(=O)NC(=O)/C(=C\c2ccc(F)cc2)C1=O,i,-7
COc1cc2c(c(OC)c1OC)-c1ccc(O)cc1[C@@H](NC(C)=O)CC2,8*,11
CC1(C)CC(n2[nH]c(=O)c3c2NC(=O)CSC3c2ccc(F)cc2)CCO1 (stereo not given),i,-6
O=C(O)c1cccc(N=Nc2c(O)[nH]c(=O)[nH]c2=O)c1,i,3
CCN(CC)c1ccc(N=Cc2c(O)n(CCc3ccc(OC)c(OC)c3)c(=O)[nH]c2=O)cc1,i,-6
COc1ccc2c(c1OC)C(=O)OC2c1c(O)n(C2CCCCC2)c(=O)[nH]c1=O (stereo not given),i,-12
CN1C(=O)c2ccccc2NC(=O)C1Cc1ccccc1 (stereo not given),i,-14
CN(C)CC1CSCCC1(O)c1ccc(Cl)cc1 (stereo not given),i,-8
CCCC(=O)N(C)C1=Nc2ccc(Cl)cc2C(c2ccccc2)=[N+]([O-])C1,i,-20
O=C1/C(=C/c2cc3c(cc2Cl)OCO3)N2CCC1CC2,i,-13
CSc1ncc(CN2CCCC(C(=O)c3ccccc3SC)C2)cn1 (stereo not given),i,-31
O=C1C2C3CCC(O3)C2C(=O)N1CCO (stereo not given),i,4
Cc1cc(=O)oc2cc(OCC(=O)N3CCC(C(=O)O)(c4ccccc4)CC3)ccc12,i,-10
C=CCn1c(O)c(C(C)=NCCN2CCOCC2)c(=O)[nH]c1=O,i,3
O=c1oc2ccccc2c(O)c1C(c1ccccn1)c1c(O)c2ccccc2oc1=O,i,-17
Cc1ccc2c(CN3CC=C(c4ccccc4)CC3)cc(=O)oc2c1C,i,-15
CN(C)c1ccc(/C=C2/C(=N\O)C3CCN2CC3)cc1,i,1
COC(=O)C(O)(c1ccc(NC(=O)c2ccco2)c(OC)c1)C(F)(F)F (stereo not given),i,-1
O=C(Cc1ccccc1)N1CCN(CC2CC=CCC2)CC1 (stereo not given),i,-13
CC(=O)c1cccc(NC2=NCC(C)S2)c1 (stereo not given),i,-13
CCNCC1(c2ccc(OC)c(OC)c2)CCCC1,i,-23
O=C(c1cccc(C(F)(F)F)c1)C1CCCN(Cc2ncc[nH]2)C1 (stereo not given),i,-19
CC1CC(OP(O)(=S)c2ccc(N(C)C)cc2NC(=O)c2cccs2)CC(C)(C)C1 (stereo not given),i,-13

# (list continues)
SMILES,CHT allo act,OX1R antagonist
COC(=O)C1=C(c2ccc(C(C)=O)cc2)C[C@@H]2CC[C@H]1N2C(=O)NCCCOC(C)C,.,-16
CC1=C(C/C(C)=C/c2ccccc2)/C(=C/CO)[C@H](O)[C@](C)(O)C12CC2,i,-26
CP(=O)(O)CN1CCCCC1,i,-9
CCOc1ccccc1CN1CCCC(C(=O)c2cc(F)ccc2F)C1 (stereo not given),i,-27
O=c1c2ccccc2nc(-c2ccccc2)n1-c1nccs1,i,-11
COc1ccc(/C=N\N=C(N)N)cc1,i,-3
CN1C(=O)C(c2ccc([N+](=O)[O-])cc2[N+](=O)[O-])C(=O)N(C)C1=O,i,-13
O=c1c2ccccc2nc(-c2ccco2)n1-c1ccc(Br)cc1,i,-28
COC(=O)C1=C(c2ccccc2OCc2ccccc2)C[C@@H]2CC[C@H]1N2C(=O)NCc1ccccc1,.,24
CCOP(=O)(OCC)C(C)(C)NC(=O)C(Cl)(Cl)Cl,i,-13
CCCCNS(=O)(=O)c1ccc(OCC(=O)N2CCN(Cc3ccc4c(c3)OCO4)CC2)cc1,i,8
O=C(O)c1cn(Cc2ccccc2)nc1-c1ccccc1,i,-15
Cc1ccc(-n2c(O)c(C=Nc3ccc(S(=O)(=O)N(C)C)cc3)c(=O)[nH]c2=O)cc1,i,-10
C[N+]12CCC(CC1)C(C(O)(c1ccccc1)c1cccs1)C2 (stereo not given),i,4
CCC(C)C1(CC)C(=O)NC(=O)N=C1N (stereo not given),i,4
O=C(NCc1ccc(C(=O)N2CCC3(CC2)OCCO3)cc1)c1ccc2c(c1)OCO2,i,-11
CCc1ccc(N2C(=O)NC(=O)/C(=C\c3cccn3CCOc3ccc(C(C)C)cc3)C2=O)cc1,i,17
c1cncc(C2CC(c3cccs3)n3ncnc3N2)c1 (stereo not given),i,-18
O/N=C1/C(=C\c2ccccc2)N2CCC1CC2,i,-4
COC(=O)C(O)(c1ccc(N(C)C(=O)COc2ccccc2)cc1)C(F)(F)F (stereo not given),i,2

# Shown tab-delimited: part of the list above
Compound	CHT allo act	OX1R antagonist
CCOc1ccccc1CN1CCCC(C(=O)c2cc(F)ccc2F)C1 (stereo not given)	i	-27
O=c1c2ccccc2nc(-c2ccccc2)n1-c1nccs1	i	-11
COc1ccc(/C=N\N=C(N)N)cc1	i	-3
CN1C(=O)C(c2ccc([N+](=O)[O-])cc2[N+](=O)[O-])C(=O)N(C)C1=O	i	-13
O=c1c2ccccc2nc(-c2ccco2)n1-c1ccc(Br)cc1	i	-28

# Remaining list, next part
SMILES,CHT allo act,OX1R antagonist
COc1ccc(N=Cc2c(O)n(CC3CCCO3)c(=O)[nH]c2=O)cc1 (stereo not given),i,-23
COCc1ccc(CN2CCCC(C(=O)c3sccc3C)C2)o1 (stereo not given),i,-34
COc1cc2c(c(OC)c1OC)-c1ccc(C(=O)O)cc1[C@@H](NC(C)=O)CC2,i,0
Cn1cc(Br)c(C(=O)Nc2ccc3c(C(F)(F)F)cc(=O)oc3c2)n1,i,.
